From PubChem BioAssay
TNF necrop inh – inhibitors of TNF-alpha induced necroptosis in Jurkat FADD-/- cells; Jurkat FADD-/- TNF necroptosis rescue, ATP luminescence, 24 h; 0 = TNF only, 100 = no-TNF cells; activation (protection from cell death), % at 10 µM; actives 0.068% (n = 220,000); AID 463075;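 active = activation, meaning protection from cell death, of at least 50% relative to plate controls; inactive = activation below 50%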;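 note: necroptosis triggered by 40 ng/mL TNF-alpha added together with compound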
L929 necroptosis – L929 zVAD cell death inhibition; L929 zVAD necroptosis rescue, ATP luminescence, 24 h; with zVAD 60 µM; viability rescue, % at 10 µM; actives 0.38% (n = 220,000); AID 1377;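 active = activation, scaled between plate controls, above about 75%, limit read from the data; inactive = activation under that limit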;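 note: 0% = zVAD with DMSO and 100% = DMSO alone without zVAD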
RBBP9 inhibitor – human RBBP9 hydrolase inhibition; O75884; recombinant RBBP9, FP-Rh probe fluorescence polarization; inhibition, % at 7.94 µM; actives 0.2% (n = 220,000);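 active = inhibition above the campaign mean of all tested compounds plus 3 SD, cut at about 14% in these data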;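 note: plate controls were DMSO wells with RBBP9 for no effect and wells lacking RBBP9 protein for full effect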
Target sequence (O75884 whole entry, looked up): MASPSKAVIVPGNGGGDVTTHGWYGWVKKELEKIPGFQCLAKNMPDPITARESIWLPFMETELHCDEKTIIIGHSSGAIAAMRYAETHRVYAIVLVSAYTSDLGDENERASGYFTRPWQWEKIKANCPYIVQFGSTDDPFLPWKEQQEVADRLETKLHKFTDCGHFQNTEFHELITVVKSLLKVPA
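Measured by – fluorescence polarization · Test system – RBBP9 protein · Input – 2.5 µM RBBP9 dispensing solution, before mixing · Measure – percent inhibition from mP, scaled between DMSO and no-protein wells · Benchmarks – DMSO-treated enzyme wells and wells lacking RBBP9 · Times – preincubation 30 min plus labeling 45 min at 25 °C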
EP2 modulator – EP2 receptor (human) modulation; induction, % at 25 µM; P43116; AID 940; actives 0.83% (n = 260,000); EP2-expressing cells, cAMP HTRF FRET, PGE2 co-stimulation;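 active = compounds whose cAMP rise, as percent of the full-agonist control response, exceeds 60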;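 note: rat C6 glioma line stably carrying human EP2 under a CMV promoter; the protocol text gives 20 µM as final concentration; 100% = response of wells given 1 µM PGE2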
Target sequence (P43116 whole entry, looked up): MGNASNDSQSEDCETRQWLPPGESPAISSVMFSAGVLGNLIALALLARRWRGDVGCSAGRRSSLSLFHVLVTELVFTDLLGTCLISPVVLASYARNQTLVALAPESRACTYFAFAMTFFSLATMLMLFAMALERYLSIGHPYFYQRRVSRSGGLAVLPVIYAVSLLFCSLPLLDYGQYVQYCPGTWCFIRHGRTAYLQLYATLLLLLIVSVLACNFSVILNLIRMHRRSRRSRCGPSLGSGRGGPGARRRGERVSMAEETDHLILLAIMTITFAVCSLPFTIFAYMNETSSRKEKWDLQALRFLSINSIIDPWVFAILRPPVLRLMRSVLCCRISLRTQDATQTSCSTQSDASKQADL
PERK inhibitor – human PERK inhibition, primary cell-based screen. Q9NZJ5. AID 1416. inhibition, % at 5.6 µM. CHO PERK-DD fusion, SEAP luminescence translation reporter. actives 0.17% (n = 220,000);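 active = inhibition above the mean inhibition of all tested compounds plus 3 SD, set separately per screening campaign, cut at about 2.9% in these data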;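 note: PERK kinase domain activated by AP20187 dimerizer at 100 nM; 0% = DMSO with dimerizer and 100% = rapamycin at 8.4 µM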
Hck-Nef inh – blocks Nef-activated human Hck kinase; Recombinant Hck-YEEI plus Nef, Z-Lyte FRET kinase assay; inhibition, % at 20 µM; P08631; AID 463187; actives 0.68% (n = 220,000);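 active = Hck-Nef kinase inhibition above about 50%, limit read from the data; inactive = inhibition below that limit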;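 note: 0% = DMSO with Hck plus Nef and 100% = Hck alone without Nef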
Target sequence (P08631 whole entry, looked up): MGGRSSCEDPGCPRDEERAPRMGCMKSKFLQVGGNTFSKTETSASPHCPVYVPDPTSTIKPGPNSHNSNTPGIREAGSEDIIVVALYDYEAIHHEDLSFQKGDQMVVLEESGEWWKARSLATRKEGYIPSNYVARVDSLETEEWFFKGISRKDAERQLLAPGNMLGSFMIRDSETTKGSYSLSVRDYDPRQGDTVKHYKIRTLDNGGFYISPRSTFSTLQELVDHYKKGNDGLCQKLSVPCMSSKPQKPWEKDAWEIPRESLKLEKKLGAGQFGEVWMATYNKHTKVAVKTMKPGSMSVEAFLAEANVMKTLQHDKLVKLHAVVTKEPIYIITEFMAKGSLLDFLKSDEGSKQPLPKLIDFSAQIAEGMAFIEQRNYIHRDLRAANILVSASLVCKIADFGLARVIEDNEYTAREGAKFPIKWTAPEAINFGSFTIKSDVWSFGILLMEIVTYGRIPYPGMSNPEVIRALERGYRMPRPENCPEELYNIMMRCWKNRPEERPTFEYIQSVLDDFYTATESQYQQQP
Runt-SMMHC FRET – blocks binding of human RUNX1 Runt domain to CBFb-SMMHC. actives 0.74% (n = 220,000). Q01196+Q13951. inhibition, % at 20 µM. Cerulean-Runt/Venus-CBFb-SMMHC FRET ratio 530/480, 1 h;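 active = mean inhibition across duplicate retests at 20 µM reaching about 50%, limit read from the data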;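 note: 0% = DMSO wells and 100% = wells with excess untagged CBFb-SMMHC; inhibitors lower the FRET ratio by blocking Runt binding to CBFb-SMMHC; some results filed as inactive read as strong as hits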
Runt-CBFb FRET – Runt domain-CBFb interaction inhibition; Q01196+Q13951; actives 0.46% (n = 220,000); Cerulean-Runt/Venus-CBFb FRET ratio 530/480, 1 h; inhibition, % at 20 µM;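 active = inhibition over about 50% at 20 µM in the single-dose screen, limit read from the data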;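 note: 0% = DMSO wells and 100% = excess unlabeled CBFb competitor control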
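Assay system: Cerulean-tagged RUNX1 Runt domain (FRET donor) fusion protein / Amount: 100 nM each of Venus-CBFb and Cerulean-Runt domain / Medium: Tris buffer pH 7.5 with salts and BSA / Also added: Venus-CBFb 100 nM / Schedule: 1 h complex formation plus 1 h compound treatment, room temperature / Signal: FRET fluorescence / Read-out: loss of energy transfer signal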
EP2 antag – EP2 receptor (human) inhibition | P43116 | C6 glioma cells expressing human EP2, cAMP TR-FRET; cells stimulated with saturating PGE2 | inhibition, % at 25 µM | actives 0.52% (n = 260,000) | AID 1422;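 active = percent inhibition above 40 after rounding to a whole number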;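 note: rat C6 glioma host cells with rolipram phosphodiesterase inhibitor present; the protocol text gives 20 µM as final concentration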
Numbers without * were called inactive. These rows are one share of the data. The share of hits here may be higher or lower than overall.

Results for COC(=O)Cc1ccc(NC(=S)NC2CC2)cc1 ?
TNF necrop inh: -0.2; L929 necroptosis: 0.9; RBBP9 inhibitor: -14; EP2 modulator: 5; PERK inhibitor: 0.4; Hck-Nef inh: 8; Runt-SMMHC FRET: 4; Runt-CBFb FRET: 1; EP2 antag: 5

What do the screens show for `S=c1[nH]nc(-c2ccn[nH]2)n1-c1ccccc1Cl`?
TNF necrop inh: 0.9; L929 necroptosis: -0.2; RBBP9 inhibitor: -15; EP2 modulator: -14; PERK inhibitor: -0.1; Hck-Nef inh: 0; Runt-SMMHC FRET: -1; Runt-CBFb FRET: 10; EP2 antag: 8

Results for C=CCn1c(CCNC(=O)c2ccccc2F)nnc1SCc1nc2ccccc2c(=O)[nH]1 ?
TNF necrop inh: -1.1; L929 necroptosis: -0.2; RBBP9 inhibitor: -14; EP2 modulator: 12; PERK inhibitor: -0.2; Hck-Nef inh: -4; Runt-SMMHC FRET: -1; Runt-CBFb FRET: 6; EP2 antag: 7

How did COc1cc(OC)cc(C(=O)Nc2ccc([N+](=O)[O-])cn2)c1 do in these assays?
TNF necrop inh: -0.2; L929 necroptosis: 0.1; RBBP9 inhibitor: 2; EP2 modulator: -5; PERK inhibitor: 0.4; Hck-Nef inh: 1; Runt-SMMHC FRET: 4; Runt-CBFb FRET: 0; EP2 antag: 9

What do the screens show for `CCC(Oc1ccccc1)C(=O)Nc1ccc(S(=O)(=O)NCC2CCCO2)cc1` (stereo not drawn)?
TNF necrop inh: -3.6; L929 necroptosis: -0.1; RBBP9 inhibitor: 0; EP2 modulator: -3; PERK inhibitor: 1.3; Hck-Nef inh: 2; Runt-SMMHC FRET: 3; Runt-CBFb FRET: -1; EP2 antag: 3

What do the screens show for `Cc1ccccc1Nc1nc(Nc2ccccc2C)nc(SC2=NCCS2)n1`?
TNF necrop inh: -4.1; L929 necroptosis: -0.2; RBBP9 inhibitor: -11; EP2 modulator: 24; PERK inhibitor: -1.1; Hck-Nef inh: -21; Runt-SMMHC FRET: 3; Runt-CBFb FRET: 1; EP2 antag: 2

How did COCCOc1cc(N2C(=O)CSCC2=O)c(Cl)cc1Cl do in these assays?
TNF necrop inh: -2.4; L929 necroptosis: 0.0; RBBP9 inhibitor: 7; EP2 modulator: -3; PERK inhibitor: 1.1; Hck-Nef inh: 0; Runt-SMMHC FRET: 1; EP2 antag: 8

Results for Cc1cc2nc(-c3cccnc3SCC(=O)NCc3ccco3)[nH]c2cc1C ?
TNF necrop inh: -10; L929 necroptosis: -0.1; RBBP9 inhibitor: 1; EP2 modulator: -54; PERK inhibitor: 0.3; Hck-Nef inh: 12; EP2 antag: 9

How did Cc1cc(NC(=O)C2CCC2)n(-c2ccccn2)n1 do in these assays?
TNF necrop inh: -0.8; L929 necroptosis: 13; RBBP9 inhibitor: -6; EP2 modulator: 5; PERK inhibitor: -0.2; Hck-Nef inh: 0; Runt-SMMHC FRET: 3; Runt-CBFb FRET: -3; EP2 antag: 10

What do the screens show for `Cc1ccc(NC2=NCC(=O)N2CCc2ccccc2)cc1C`?
TNF necrop inh: -0.2; L929 necroptosis: 0.1; RBBP9 inhibitor: -6; EP2 modulator: 13; PERK inhibitor: 0.1; Hck-Nef inh: 0; Runt-SMMHC FRET: 13; Runt-CBFb FRET: 4; EP2 antag: 14

Results for CC(C)Cn1c(=S)[nH]c2cc(Cl)ccc21 ?
TNF necrop inh: -0.6; L929 necroptosis: 1.7; RBBP9 inhibitor: 1; EP2 modulator: 3; PERK inhibitor: 1.5; Hck-Nef inh: -5; Runt-SMMHC FRET: 5; Runt-CBFb FRET: 6; EP2 antag: 7

Results for Cn1c(N)c(C(=O)COC(=O)CSc2ccc(Cl)cc2)c(=O)n(C)c1=O ?
TNF necrop inh: 1.2; L929 necroptosis: 0.7; RBBP9 inhibitor: -9; EP2 modulator: -13; PERK inhibitor: -0.2; Hck-Nef inh: -4; Runt-SMMHC FRET: 5; Runt-CBFb FRET: -2; EP2 antag: 8

How did Cc1cc(C(N)=O)nn1-c1c(Cl)cc(Cl)cc1Cl do in these assays?
TNF necrop inh: -0.9; L929 necroptosis: 1.1; RBBP9 inhibitor: 3; EP2 modulator: 6; PERK inhibitor: 1.1; Hck-Nef inh: 2; Runt-SMMHC FRET: -5; Runt-CBFb FRET: 1; EP2 antag: 5

How did COCc1cc(=O)[nH]c(-c2ccccc2OC(F)(F)F)n1 do in these assays?
TNF necrop inh: 0.7; L929 necroptosis: -0.7; RBBP9 inhibitor: -7; EP2 modulator: -40; PERK inhibitor: 0.8; Hck-Nef inh: 1; Runt-SMMHC FRET: 2; Runt-CBFb FRET: 8; EP2 antag: 8

What do the screens show for `O=C(NCC1CCCO1)c1ccc2nc(N3CCCCC3)sc2c1` (stereo not drawn)?
TNF necrop inh: 1.0; L929 necroptosis: 2.6; RBBP9 inhibitor: -2; EP2 modulator: -33; PERK inhibitor: -0.4; Hck-Nef inh: 4; Runt-SMMHC FRET: -1; Runt-CBFb FRET: 1; EP2 antag: 9

Results for COc1cccc(NC(=O)CN2C(=O)NC(C)(CC(C)C)C2=O)c1 (stereo not drawn) ?
TNF necrop inh: 0.3; L929 necroptosis: 1.4; RBBP9 inhibitor: -11; EP2 modulator: -9; PERK inhibitor: 0.5; Hck-Nef inh: 25; Runt-SMMHC FRET: 0; Runt-CBFb FRET: 0; EP2 antag: 4

How did O=C(CSC1=Nc2ccccc2C2=NC(Cc3c[nH]c4ccccc34)C(=O)N12)NC1CCCCC1 (stereo not drawn) do in these assays?
TNF necrop inh: 0.8; L929 necroptosis: -0.5; RBBP9 inhibitor: -12; EP2 modulator: -3; PERK inhibitor: 0.2; Hck-Nef inh: 8; Runt-SMMHC FRET: -2; Runt-CBFb FRET: -5; EP2 antag: 5

Results for S=c1[nH]ncn1/N=C/c1ccc(Br)cc1 ?
TNF necrop inh: 0.7; L929 necroptosis: 2.8; RBBP9 inhibitor: -10; EP2 modulator: -37; PERK inhibitor: 1.4; Hck-Nef inh: 30; Runt-SMMHC FRET: 3; Runt-CBFb FRET: 11; EP2 antag: 13

Results for COc1ccc(S(=O)(=O)N2CCC(C(=O)Nc3ccc(OC)c(OC)c3)CC2)cc1C ?
TNF necrop inh: -1.2; L929 necroptosis: 0.1; RBBP9 inhibitor: -8; PERK inhibitor: 0.4; Hck-Nef inh: 1; EP2 antag: 11

Results for CCOC(=O)N1CCN(C(=O)CN(Cc2ccc(Cl)cc2)S(C)(=O)=O)CC1 ?
TNF necrop inh: -1.8; L929 necroptosis: -0.2; RBBP9 inhibitor: -4; EP2 modulator: 35; PERK inhibitor: -0.6; Hck-Nef inh: 1; Runt-SMMHC FRET: 15; Runt-CBFb FRET: -2; EP2 antag: 13

What do the screens show for `N#CCc1nnc2n1-c1ccccc1CCC2`?
TNF necrop inh: 1.4; L929 necroptosis: 0.0; RBBP9 inhibitor: -1; EP2 modulator: 13; PERK inhibitor: 1.3; Hck-Nef inh: 1; Runt-SMMHC FRET: -2; Runt-CBFb FRET: 1; EP2 antag: 16

What do the screens show for `CN(C)CCOCCP(=O)(c1ccccc1)c1ccccc1`?
TNF necrop inh: -3.0; L929 necroptosis: -0.3; RBBP9 inhibitor: -6; EP2 modulator: -10; PERK inhibitor: 1.3; Hck-Nef inh: 3; Runt-SMMHC FRET: -2; Runt-CBFb FRET: 0; EP2 antag: 4

What do the screens show for `COC(=O)c1ccc(NS(=O)(=O)c2cccc3cccnc23)cc1`?
TNF necrop inh: 1.2; L929 necroptosis: 0.1; RBBP9 inhibitor: -2; EP2 modulator: -15; PERK inhibitor: 0.8; Hck-Nef inh: 2; Runt-SMMHC FRET: -2; Runt-CBFb FRET: 3; EP2 antag: 9

Results for CC(C)(C)NS(=O)(=O)c1cccc(S(=O)(=O)c2cccc(S(=O)(=O)NC(C)(C)C)c2)c1 ?
TNF necrop inh: -3.7; L929 necroptosis: -0.1; RBBP9 inhibitor: -2; EP2 modulator: -8; PERK inhibitor: -0.1; Hck-Nef inh: 1; Runt-SMMHC FRET: -1

Results for Nn1c(Cc2ccccc2F)nnc1SCn1nnc2ccccc2c1=O ?
TNF necrop inh: -0.5; L929 necroptosis: -1.0; RBBP9 inhibitor: 6; EP2 modulator: 5; PERK inhibitor: 1.8; Hck-Nef inh: 1; Runt-SMMHC FRET: 6; Runt-CBFb FRET: 0; EP2 antag: 9

How did Cc1ccc2[nH]c(C)c(CCNC(=O)NC3CCCCC3)c2c1 do in these assays?
TNF necrop inh: 1.4; L929 necroptosis: 1.5; RBBP9 inhibitor: -12; EP2 modulator: -77; PERK inhibitor: 0.2; Hck-Nef inh: 11; Runt-SMMHC FRET: 2; Runt-CBFb FRET: -1; EP2 antag: 6

How did CCOC(=O)N1CCC2(CC1)C(C#N)=C(N)Oc1n[nH]c(C)c12 do in these assays?
TNF necrop inh: -0.7; L929 necroptosis: 0.1; RBBP9 inhibitor: -2; EP2 modulator: 2; PERK inhibitor: 0.2; Hck-Nef inh: 2; Runt-SMMHC FRET: -2; Runt-CBFb FRET: 0; EP2 antag: 10

What do the screens show for `CCN(CC)Cc1c(C(=O)N2CCc3ccccc3C2)nc2ccc(Cl)cn12`?
TNF necrop inh: 0.6; L929 necroptosis: -2.1; RBBP9 inhibitor: -4; EP2 modulator: 9; PERK inhibitor: -0.4; Hck-Nef inh: 15; Runt-SMMHC FRET: -7; Runt-CBFb FRET: 2; EP2 antag: 8

What do the screens show for `Cc1cc(N2CCCCC2)nc(-c2ccc(Br)cc2)n1`?
TNF necrop inh: -0.9; L929 necroptosis: 3.0; RBBP9 inhibitor: 6; EP2 modulator: 43; PERK inhibitor: 0.5; Hck-Nef inh: 0; Runt-SMMHC FRET: -1; Runt-CBFb FRET: -5; EP2 antag: 2

What do the screens show for `O=C(CSc1nc(-c2ccco2)cc(C(F)(F)F)n1)N1CCN(c2cccc(Cl)c2)CC1`?
TNF necrop inh: 0.1; L929 necroptosis: 0.3; RBBP9 inhibitor: -4; EP2 modulator: -6; PERK inhibitor: 0.2; Hck-Nef inh: 15; Runt-SMMHC FRET: -1; Runt-CBFb FRET: -7; EP2 antag: 15

What do the screens show for `COc1ccc(-n2nc(C(N)=O)c(O)cc2=O)cc1`?
TNF necrop inh: 0.9; L929 necroptosis: 0.1; RBBP9 inhibitor: -7; EP2 modulator: 4; PERK inhibitor: 0.6; Hck-Nef inh: 20; Runt-SMMHC FRET: 0; Runt-CBFb FRET: 0; EP2 antag: 5

How did O=C(CSc1nnc(-c2ccccn2)n1Cc1ccccc1)N1CCOCC1 do in these assays?
TNF necrop inh: 1.2; L929 necroptosis: -0.3; RBBP9 inhibitor: -1; EP2 modulator: 2; PERK inhibitor: 1.5; Hck-Nef inh: 21; Runt-SMMHC FRET: 2; Runt-CBFb FRET: 0; EP2 antag: 6
